PKA-R1A act – activates the PKA-R1A holoenzyme complex; P00514+P68181; PKA-R1A dissociation, Cy5-IP20 fluorescence polarization; scaled: DMSO 0%, 113 µM cGMP 100%; activation, % at 11.4 µM; 340,000 compounds, 0.083% hits; AID 504707;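 active means percent activation above the mean of all tested compounds plus 3 SD, cut at about 19% in these data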;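 further: higher means more PKAc released from R1A so a rise in polarization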
PfHsp90 set2 – inhibits growth of yeast expressing Plasmodium falciparum Hsp90 | S. cerevisiae expressing PfHsp90, BacTiter-Glo ATP, 48 h; yeast lacking PDR1 and PDR3 efflux regulators | inhibition, % at 9.4 µM | 310,000 compounds, 0.32% hits | AID 504621;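 active means every replicate shows inhibition above about 80%, whatever the replicate mean, limit read from the data; inconclusive means mean inhibition reaches the set limit but some replicate falls short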;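 further: 0% = DMSO neutral controls and 100% = 20 µM radicicol positive controls; yeast relying on Plasmodium falciparum Hsp90 in place of its own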
MOR-DOR ag – agonists of human mu-delta opioid receptor heterodimerization; activation, % at 9.3 µM; 340,000 compounds, 0.3% hits; cells, OPRM1-OPRD1 heterodimerization, luminescence; in the data active means activation above about 18%;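 further: 0% = vehicle-treated cells and 100% = reference agonist; values of inactives mirror those of a sister screen read the other way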
AddAB inh – less growth of phage-infected E. coli with AddAB | inhibition, % at 11.9 µM | E. coli expressing H. pylori AddAB, absorbance growth | 330,000 compounds, 0.29% hits; in the data active means inhibition above about 12%;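 further: 0% = vehicle wells of infected cells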
Mot1-301 SUMO – blocks SUMOylation pathway, rescuing yeast Mot1-301 growth | S. cerevisiae Mot1-301 growth rescue, ATP luminescence, 38.5C; percent above DMSO median, 100 means doubled | growth rescue, % at 18.8 µM | 320,000 compounds, 1% hits | AID 2716;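 active means every valid replicate shows activation above 250% relative to neutral control wells; inactive means the rest, any valid replicate at or below 250%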;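 further: OY570 slx delta 5 strain wells were the positive control but not used for scaling; some compounds called inactive have numbers as strong as hits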
phage Ecoli inh – E. coli growth loss with phage present; AID 651602; growth absorbance; 360,000 compounds, 0.26% hits; inhibition, % at 11.9 µM; in the data active means inhibition above about 11%
MOR-DOR inv ag – inverse agonist of human OPRM1-OPRD1 heterodimerization | AID 504357 | P35372+P41143 | inhibition, % at 9.3 µM | cell-based MOR-DOR heterodimer luminescence, inverse agonism | 340,000 compounds, 0.21% hits; in the data active means inhibition above about 22%, passing the limit was not always enough;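 further: 0% = cells with DMSO and 100% = wells without cells with DMSO; values of inactives mirror those of a sister screen read the other way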
E coli growth – bacterial growth inhibition, counter-screen for AddAB inhibitors; inhibition, % at 11.9 µM; 330,000 compounds, 0.27% hits; E. coli V3065 growth, OD600 absorbance, 18 h;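 active means inhibition above the campaign's mean inhibition across all tested compounds plus 3 SD, cut at about 9.9% in these data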;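 further: uninfected addAB+ strain grown without phage in ampicillin broth; 0% = DMSO wells and 100% = ciprofloxacin 0.95 µg/ml wells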
Tat transport – inhibitors of E. coli Tat protein transport; 340,000 compounds, 0.036% hits; E. coli MC4100 TorA-mCherry Tat export, fluorescence; inhibition, % at 10 µM;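 active means mean replicate inhibition at least 50% and at least half of replicates individually reaching 50%; inconclusive means only one of the two criteria met; inactive means neither criterion met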;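 further: exported cargo escapes ClpAP degradation while cytoplasmic cargo is degraded and loses fluorescence; 0% = median of neutral control wells and 100% = median of NaSCN control wells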
DSG3 Ab inh – blocks pemphigus antibody binding to human desmoglein-3. P32926. DSG3-coupled beads, scFv-anti-DSG3-GFP binding, flow cytometry; hits give low values. binding (percent of control), % at 10 µM. 310,000 compounds, 0.48% hits;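 active means binding more than 3 SD below its plate's average and above zero; inconclusive means below that plate limit but binding exactly zero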;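 further: hits lower antibody fragment binding to DSG3; some compounds called inactive have numbers as strong as hits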
Target sequence (P32926 whole entry, looked up, the tested form may be a part): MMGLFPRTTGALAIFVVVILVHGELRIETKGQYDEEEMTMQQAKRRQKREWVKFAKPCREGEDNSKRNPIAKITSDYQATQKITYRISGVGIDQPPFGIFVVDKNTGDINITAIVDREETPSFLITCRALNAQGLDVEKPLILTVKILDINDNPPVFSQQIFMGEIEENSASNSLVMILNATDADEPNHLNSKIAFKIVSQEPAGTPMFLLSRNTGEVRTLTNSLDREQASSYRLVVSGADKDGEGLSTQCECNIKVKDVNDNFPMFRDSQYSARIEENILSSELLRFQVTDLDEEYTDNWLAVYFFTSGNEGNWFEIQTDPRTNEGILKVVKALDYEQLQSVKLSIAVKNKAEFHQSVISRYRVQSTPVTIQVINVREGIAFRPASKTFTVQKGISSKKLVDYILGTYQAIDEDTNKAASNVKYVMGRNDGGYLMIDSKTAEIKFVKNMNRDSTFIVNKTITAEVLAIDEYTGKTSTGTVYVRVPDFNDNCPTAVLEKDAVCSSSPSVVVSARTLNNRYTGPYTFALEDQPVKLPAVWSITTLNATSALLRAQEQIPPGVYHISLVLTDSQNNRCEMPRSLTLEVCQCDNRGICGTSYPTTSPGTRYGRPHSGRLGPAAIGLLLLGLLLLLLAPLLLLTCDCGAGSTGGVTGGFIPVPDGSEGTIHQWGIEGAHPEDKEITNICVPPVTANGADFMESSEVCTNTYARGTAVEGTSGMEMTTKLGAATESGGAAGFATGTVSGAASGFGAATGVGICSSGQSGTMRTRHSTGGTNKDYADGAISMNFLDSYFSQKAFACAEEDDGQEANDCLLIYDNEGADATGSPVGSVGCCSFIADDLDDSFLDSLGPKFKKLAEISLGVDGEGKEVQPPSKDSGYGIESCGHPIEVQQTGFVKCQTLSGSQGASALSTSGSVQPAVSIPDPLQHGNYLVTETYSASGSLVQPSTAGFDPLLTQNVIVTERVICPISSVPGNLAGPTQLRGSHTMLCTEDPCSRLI
Arr AP2 block – inhibitors of human beta-arrestin and AP2 interaction. FITC-arrestin peptide / GST-AP2 beads, flow cytometry; AP2 beta2 appendage carries R879A mutation. inhibition, % at 10 µM. 340,000 compounds, 0.31% hits;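 active means inhibition above a set limit, near 3 SD of compounds lacking own fluorescence, cut at about 54% in these data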;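 further: plate controls were DMSO wells for no effect and 5 µM unlabelled arrestin peptide for full effect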
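System: GST-AP2 R879A glutathione beads; medium: PBS, Tween 20 0.05%, BSA 0.1%; reagent: fluorescein-tagged arrestin peptide at 50 nM final; schedule: pre-incubation 12 min, peptide binding 1 h, room temperature; detection: flow cytometry, FL1 (488/535 nm); read-out: inhibition as reduced fluorescein signal on beads, percent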
* = called active by the depositor; ? = inconclusive; · = not tested or not shown.

SMILES	PKA-R1A act	PfHsp90 set2	MOR-DOR ag	AddAB inh	Mot1-301 SUMO	phage Ecoli inh	MOR-DOR inv ag	E coli growth	Tat transport	DSG3 Ab inh	Arr AP2 block
N=C1/C(=C\c2ccc(-c3cc(Cl)cc(Cl)c3)o2)C(=O)N=C2SC=C(c3ccccc3)N12	-13	-19	-1.9	0.3	-18	2.6	10	-1.4	3	79	2
CC(C)NC(=S)N=Nc1c(O)[nH]c2ccc([N+](=O)[O-])cc12	-17	·	12	-2.5	-4	-0.9	-57	-4.8	0	115	5
O=C1CSC(c2ccccn2)N1c1ccc2ccccc2c1 (stereo unspecified)	-11	·	-2.0	1.2	-9	2.3	10	0.2	6	·	-4
O=C(CN1CCOCC1)Nc1ccc(N2CCN(c3ccccc3)CC2)c(F)c1	-18	-16	-1.8	4.1	14	3.2	8	1.4	7	120	-5
CN(Cc1ccccc1)c1nc(-c2ccc([N+](=O)[O-])cc2)nc2ccccc12	6	11	-1.9	1.9	-6	1.2	11	-1.9	-2	95	6
CCC(C)NC(=O)c1ccc2c(SCC(=O)O)c3c(nc2c1)CCCC3 (stereo unspecified)	2	-21	-2.8	1.5	-8	4.3	14	0.4	4	82	2
Cc1cc(C)c(OCCCn2ccnc2)c(C)c1	-3	-4	-2.3	·	-16	1.5	11	·	-3	99	-4
O=C(c1ccco1)N1CCN(Cc2nc3ccc([N+](=O)[O-])cc3c(=O)n2-c2ccccc2F)CC1	-8	·	1.7	0.5	-23	1.1	-10	1.5	-5	103	26
CCOc1cc(C(c2c(C)[nH][nH]c2=O)c2c(C)[nH][nH]c2=O)ccc1O	2	9	0.0	0.2	23	0.7	0	-3.3	5	97	-8
FC(F)(F)c1cc(CCN2C(=S)NC[C@@H]2Cc2ccccc2)cc(C(F)(F)F)c1	-9	-22	0.3	1.3	-3	2.2	-2	-1.5	20	99	0
Cc1ccc(NC(=O)c2cc(S(=O)(=O)N3CCCCC3)c[nH]2)cc1C	-2	-12	30*	-2.0	7	2.1	-177	-0.8	-5	93	-2
CN(C)c1ccc(/C=C(/NC(=O)c2ccccc2Cl)C(=O)NCCN2CCOCC2)cc1	-4	6	-1.1	2.8	0	4.6	6	0.9	-8	110	-2
O=C(c1ccc2c(c1)OCO2)N1CCCC(c2ccccc2)C1 (stereo unspecified)	1	15	-1.5	2.4	-20	1.3	9	-1.5	-2	105	-7
Cc1ccc(N(C(=O)C2CCC(=O)N2)C2(C(=O)NC3CCCC3)CCCCC2)cc1 (stereo unspecified)	-3	-23	-1.3	-1.2	0	2.4	8	-2.2	-1	·	-8
CC(=O)NCC(=O)OCC(=O)Nc1ccc(C(C)=O)cc1	1	2	-2.3	0.2	·	2.0	14	-1.0	5	85	2
Cc1cc(C(=O)OCC(=O)c2cccc([N+](=O)[O-])c2)c2cccc(C)c2n1	-8	-3	-4.2	2.7	5	1.8	17	0.9	0	106	-8
CC1=C(c2ccccc2)CCC1=O	6	-7	-3.5	3.9	-8	1.4	16	-0.2	0	100	-7
O=C(Nc1ccc(N2CCOCC2)c(Cl)c1)c1ccc([N+](=O)[O-])o1	-3	-14	7.4	·	·	8.5	-54	·	-3	110	2
CC12CC3(C)CC(C)(C1)CC(C(=O)NC(=S)NC(C)(C)C)(C2)C3	-4	27	-1.9	-0.3	24	3.0	9	-0.4	3	87	-4
O=C(O)CCCn1nc(-c2ccccc2)c2ccccc21	-14	-9	-1.6	-1.1	7	1.9	9	-0.1	-3	99	0
COC(=O)c1ccccc1NC(=O)CSc1nc(O)c(-c2ccccc2)c(=O)[nH]1	12	-26	-1.4	2.8	7	4.3	7	1.8	-4	97	-20
O=C(Nc1ccc2[nH]c(=O)[nH]c2c1)c1ccc(Cl)c(Cl)c1	·	14	·	-0.5	-12	0.4	·	-2.0	2	99	-7
CC(C)NC(=O)NC(=O)COC(=O)c1ccc(S(=O)(=O)NCc2ccco2)cc1	-1	23	-0.7	0.8	-14	1.2	3	2.3	-1	100	3
COc1ccccc1NS(=O)(=O)c1ccc(C(=O)NCC(c2cccs2)N2CCOCC2)cc1 (stereo unspecified)	-14	-21	-3.5	-0.7	6	4.0	18	0.3	-1	103	-5
Cc1ccc(C(=O)N/N=C\c2sccc2C)cn1	4	-20	-1.4	5.3	-2	1.8	7	1.4	-4	79	-5
CS(=O)(=O)C1=NSC2=NC(=O)/C(=C\c3ccc(OC(=O)c4ccco4)c(Br)c3)C(=N)N21	-3	13	-2.7	3.4	-2	-0.6	14	0.7	-1	99	3
Fc1ccc2[nH]c3c(c2c1)CN(C(=S)NCc1ccccc1)CC3	-6	8	2.2	2.9	-8	-0.1	-11	3.2	1	111	31
O=C(Nc1ccccc1OC(F)F)c1oc2ccccc2c1COc1ccccc1	-5	3	1.2	3.0	-1	-2.0	-7	-0.5	?	115	0
CC(C)C(O)(C#CCN1CCCC1)c1ccccc1 (stereo unspecified)	7	-16	-3.7	2.8	-7	2.6	18	-1.3	5	99	-5
Oc1c(CN2CCCC2)cc(COCc2ccccc2)c2cccnc12	0	16	-1.3	8.9	-8	2.4	7	8.9	3	101	-3
CC(C)CCNC(=O)/C=C/c1ccc(Br)cc1	0	10	-2.2	4.5	11	5.3	11	-0.3	9	98	-12
COc1cccc(-n2c(SCC(=O)Nc3cc(C)on3)nc3c([nH]c4ccccc43)c2=O)c1	-8	-2	-1.3	-0.6	-8	-0.8	8	-1.4	-2	104	0
O=C(CCC(=O)Nc1ccccc1)NNS(=O)(=O)c1ccc(Cl)cc1	-11	13	-2.9	·	13	0.1	16	·	9	126	-7
C[N+]1(CC(=O)Nc2ccc(F)cc2)CCN(C(=O)c2ccco2)CC1	-8	1	-1.6	2.0	-9	3.8	9	1.7	-7	99	3
COc1cc(C(=O)NCC2CCCCC2)ccc1OCc1c(C)noc1C	5	-7	-1.3	-1.5	26	2.8	6	-4.9	-10	91	-3
CCC(NS(=O)(=O)c1ccc(C)cc1)C(=O)N1CCC2(O)CCCCC2C1 (stereo unspecified)	-4	-4	-1.7	2.6	5	0.3	8	-0.6	-7	99	-6
N#Cc1c(NC(=O)CSc2nc(-c3ccccc3)cc(C(F)(F)F)n2)sc2c1CCC2	-3	22	0.3	1.8	8	0.1	-2	-0.9	-3	105	-2
CCCCC(CC)C(=O)Oc1ccc(O)c(C(C)(C)C)c1 (stereo unspecified)	-3	6	5.6	-2.1	-3	2.6	-28	-1.3	40	103	12
O=C(Nc1ccc(SC(F)F)cc1)C1CC(=O)N(Cc2ccccc2)C1 (stereo unspecified)	-24	-3	2.8	1.4	15	-0.2	-15	2.4	4	97	-15
COCC(C)n1c(C)cc(C(=O)CSc2nc3ccccc3c(=O)[nH]2)c1C (stereo unspecified)	-15	-9	-1.0	1.9	3	-0.5	5	0.8	3	97	23
COC(=O)c1sc(S(=O)(=O)Nc2ccc(C)cc2)c(C(=O)OC)c1C	-1	-16	-1.1	1.6	-9	3.6	6	1.6	1	100	0
COc1cccc(N2CCN(C(=O)c3ccc(CS(=O)c4ccccc4C)o3)CC2)c1 (stereo unspecified)	-12	9	-2.0	1.5	1	2.4	10	-2.0	-4	106	0
COc1ccccc1OCC(=O)NNC(=O)C(=O)N1CCCC1	-13	5	-2.4	2.5	10	0.2	13	-0.1	-1	100	-6
O=C(c1ccco1)n1nc(NCc2ccccc2)nc1NCc1ccccc1	-11	-135	0.9	2.4	-5	0.7	-4	-0.9	-1	·	4
Cc1ccc(NC(=O)c2cc(NC(=O)C3CC=CCC3C(=O)O)ccc2N2CCOCC2)cc1 (stereo unspecified)	-1	1	-1.0	-2.1	3	2.6	6	3.0	17	107	6
Cc1ccc(N(CC(=O)NCc2ccc(F)cc2)S(=O)(=O)c2c(C)n[nH]c2C)cc1	11	-15	-2.6	3.7	-5	1.3	13	-0.7	1	109	-5
COCCn1c(C)cc(C(=O)COC(=O)CNC(=O)c2ccccc2)c1C	1	11	-3.4	-1.0	-3	2.2	16	1.6	8	104	3
COc1ccc(/C(C)=N/Nc2nccnc2Cl)cc1	-9	1	-2.4	3.7	-20	1.1	9	0.9	4	105	9
CC(CN1CCOCC1)C(=O)c1ccccc1 (stereo unspecified)	4	-28	-2.2	0.4	445	0.5	12	-0.5	1	97	1
COc1ccccc1CNC(=O)c1oc2ccc(S(=O)(=O)N3CCOCC3)cc2c1C	3	5	0.8	-2.2	28	1.1	-7	-3.6	-1	96	23
CC1CCN(c2c(NCc3ccc(C(=O)NCC4COc5ccccc5O4)cc3)c(=O)c2=O)CC1 (stereo unspecified)	7	9	-2.1	5.5	5	2.7	12	-0.9	-2	102	-4
O=C1c2ccccc2C(=O)N1CCn1nc(Cl)nc1Cl	-14	-6	-1.9	0.5	17	1.4	8	-2.1	4	101	10
CCCCn1c(N)c(N(CCC(C)C)C(=O)COC(=O)c2ccccc2)c(=O)[nH]c1=O	-12	7	-1.7	6.5	21	0.8	8	0.8	-6	118	-8
O=C(O)c1ccccc1NCc1cccs1	2	-3	-0.8	0.8	2	-2.4	4	1.1	1	124	17
CC(C)Oc1ccc(N2CC(C(=O)NC3=NCCS3)CC2=O)cc1 (stereo unspecified)	-2	5	-4.3	3.2	8	3.2	20	-0.1	10	101	32
CC(=O)Nc1ccc(NS(=O)(=O)c2cc(Cl)ccc2Cl)cc1	-7	12	-0.4	1.1	4	-15	2	1.2	-3	92	-8
NC(=O)c1c(NC(=O)c2cccc(N3C(=O)CCC3=O)c2)sc2c1CCCCC2	6	-21	-5.6	-0.1	8	2.9	29	0.0	-4	109	-14
Cc1ccc(C)c(N(CC(=O)N/N=C/c2ccc(-c3ccc([N+](=O)[O-])cc3)o2)S(=O)(=O)c2ccccc2)c1	-8	-14	2.2	2.1	-14	-0.2	-14	-2.8	12	85*	16
Nc1ccccc1SCC(=O)Nc1ccc2c(c1)OCCO2	4	-25	-0.4	-0.8	34	1.4	3	0.8	11	96	-7
COc1ccc(Cc2nc(=S)[nH][nH]2)cc1Br	3	-9	-1.2	-2.7	17	3.2	6	-0.8	0	110	-16

Source: PubChem BioAssay
